# High-throughput results as filed in PubChem BioAssay.
# TAG inh: inhibitors of triacylglycerol accumulation; H9c2 cells, Nile Red lipid (TAG) fluorescence; cells loaded with 200 µM oleic acid; inhibition, % at 12.5 µM; 0.66% of 230,000 active; AID 651582;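 active means pattern-corrected inhibition of lipid staining of at least 50% with the nuclear-stain viability signal not falling by more than 50%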;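 further: 0% = DMSO wells and 100% = triacsin C control wells; some results filed as inactive read as strong as hits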
# TAG inh DAPI viability: recorded beside TAG inh, whose call it bears; DAPI nuclei signal change (viability), lower = more cytotoxic, %;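 whole-well DAPI fluorescence read on a plate reader as a viability signal; minus 50 percent equals half of cells still viable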
# * hit, by the source's call.
1	CCOc1cc(C2C(C(=O)OC)=C(C)N=C3SC(C)C(=O)N32)ccc1OC(C)=O (stereo not given)
2	O=C(Cc1ccccc1)NNC(=O)c1ccccc1C(=O)O
3	O=C(/C=C/c1cccs1)N1CCC2(CC1)Oc1ccc(Cl)cc1C(=O)C21CC(c2ccc(Cl)cc2)=NO1 (stereo not given)
4	CCn1c2ccccc2c2cc(NC(=O)COC(=O)c3ccc(O)cc3)ccc21
5	O=C(NNC(=S)Nc1ccc(F)cc1)c1cccc([N+](=O)[O-])c1
6	COc1cc(OC)cc(-c2nc(=S)n3ccsc3n2)c1
Screen / compound no. | 1 | 2 | 3 | 4 | 5 | 6
TAG inh | 3.8 | -8.0 | 17.8 | 35.1 | 5.8 | -2.4
TAG inh DAPI viability | -7.1 | 0.5 | 6.8 | -4.0 | 3.3 | 12.1

7	O=C(COC(=O)c1ccc(CO)cc1)Nc1ccc(OC(F)F)cc1
8	Oc1ccc(C=NNC(=S)Nc2ccccc2)nc1
9	CN(CC(=O)Nc1ccccc1Cl)C(=O)c1ccc(-c2cccc(C(F)(F)F)c2)o1
10	CC(NC(=O)COC(=O)c1ccccc1SCC(=O)N1CCCC1)c1ccccc1 (stereo not given)
11	COC(=O)C1=C(C)N(CCC2=CCCCC2)C(=O)C1
12	COCCCNC(=O)CCCn1c(=O)[nH]c2ccccc2c1=O
Screen / compound no. | 7 | 8 | 9 | 10 | 11 | 12
TAG inh | 3.1 | -7.2 | 8.8 | 1.3 | -12.8 | -13.2
TAG inh DAPI viability | -0.7 | -23.7 | 4.1 | -2.9 | -9.6 | 15.7

13	COC(=O)c1ccc2c(=O)n(CC3CCCO3)c(SCC(=O)Nc3ccccc3Cl)nc2c1 (stereo not given)
14	COc1cc2c(cc1OC)C(c1ccc(O)cc1)NCC2 (stereo not given)
15	Cc1cccc(N(CC(=O)NC(C)(C)C)C(=O)CNC(=O)c2cccs2)c1
16	O=C(/C=C/c1ccc([N+](=O)[O-])cc1)N(c1ccccn1)C1CCCCC1
17	O=C(NCCc1ccccc1)c1ccc(-c2cccnc2)c2ccoc12
18	CC(=O)Nc1ccccc1OCc1cnc(Cl)s1
Screen / compound no. | 13 | 14 | 15 | 16 | 17 | 18
TAG inh | 1.0 | 4.2 | -7.0 | -11.5 | 2.7 | -0.8
TAG inh DAPI viability | -4.5 | 1.8 | -1.4 | 8.7 | 1.1 | 5.9

19	CCOc1ccc(C2CC(=O)NC3=C2C(=O)CCC3)cc1Cl (stereo not given)
20	CSCCC(NC(=O)c1ccc(Cl)cc1Cl)C(=O)N1CC(C)OC(C)C1 (stereo not given)
21	C=CCNS(=O)(=O)NC(=O)C1=C(N2CCCC2)COC1=O
22	O=C(NCc1cccc(F)c1)c1cccc2c1C(=O)c1ccc(N3CCCC3)cc1S2(=O)=O
23	CC1(OC(=O)CCc2ccccc2)C(=O)C=C2C=C(c3ccc(C#N)cc3)N(CCc3c[nH]c4ccccc34)C=C2C1=O (stereo not given)
24	COc1ccc(CC(=O)Oc2cc(C)[nH]c(=O)c2[N+](=O)[O-])cc1
Screen / compound no. | 19 | 20 | 21 | 22 | 23 | 24
TAG inh | -22.6 | -1.7 | 7.1 | -0.9 | -25.3 | 12.8
TAG inh DAPI viability | -1.5 | -6.0 | 10.9 | 3.7 | 3.7 | 3.7

25	CSc1nnc(NC(=O)c2ccco2)s1
26	COc1cc(C(=O)N=c2sccn2C)c([N+](=O)[O-])cc1OC
27	CCN1CCN(Cc2ccc(NC(=O)c3cc(NC(=O)C(=O)c4c[nH]c5ccccc45)cc(OC)c3)cc2C(F)(F)F)CC1
28	C=C(C)c1nc(N)nc(N)n1
29	Cc1cc(C)c(S(=O)(=O)N2CCCC(C(=O)N3CCCC3)C2)c(C)c1 (stereo not given)
30	C=C(C)c1cccc(C(C)(C)NC(=O)N2CCC(C)CC2)c1
Screen / compound no. | 25 | 26 | 27 | 28 | 29 | 30
TAG inh | -28.2 | -6.3 | 104.3* | -7.0 | -3.3 | -8.4
TAG inh DAPI viability | -1.1 | 3.4 | -40.3* | 20.6 | -0.7 | -3.5

# A second format for five compounds above.
no.	Compound	TAG inh	TAG inh DAPI viability
5	O=C(NNC(=S)Nc1ccc(F)cc1)c1cccc([N+](=O)[O-])c1	5.8	3.3
6	COc1cc(OC)cc(-c2nc(=S)n3ccsc3n2)c1	-2.4	12.1
7	O=C(COC(=O)c1ccc(CO)cc1)Nc1ccc(OC(F)F)cc1	3.1	-0.7
8	Oc1ccc(C=NNC(=S)Nc2ccccc2)nc1	-7.2	-23.7
9	CN(CC(=O)Nc1ccccc1Cl)C(=O)c1ccc(-c2cccc(C(F)(F)F)c2)o1	8.8	4.1

# (list continues)
31	Cc1ccc(S(=O)(=O)N2CC(O)CC2C(=O)OCC(=O)Nc2ccc([N+](=O)[O-])cc2C(F)(F)F)cc1C (stereo not given)
32	CCOC(=O)N1CCN(C(=O)c2ccc3c(c2)NC(=O)C(N2CCOCC2)S3)CC1 (stereo not given)
33	O=C(NCc1ccc(F)cc1)C(c1ccncc1)N(C(=O)c1csnn1)C1CC1 (stereo not given)
34	Cc1cccc(C(=O)NCCN(C)C)c1
35	COc1ccc(-n2c(C)ccc2C)c([N+](=O)[O-])c1
36	CCOC(=O)c1oc2c(CN3CCCCC3C)c(O)ccc2c(=O)c1-c1ccc(OC)c(OC)c1 (stereo not given)
Screen / compound no. | 31 | 32 | 33 | 34 | 35 | 36
TAG inh | -2.5 | -2.0 | -5.0 | 3.6 | 1.3 | 0.4
TAG inh DAPI viability | -1.4 | -9.2 | 1.3 | -3.0 | -5.3 | -9.0

37	Cc1cc(C)n2nc(C(=O)OCC(=O)c3ccc(F)cc3)nc2n1
38	COc1ccc(S(=O)(=O)n2nc(-c3ccc(Cl)cc3)cc2N)cc1OC
39	O=C1CCC(/C=C/c2ccccc2)=NN1Cc1ccccc1Cl
40	CC(C)=CCN1CCN(Cc2cccn2-c2ccccn2)CC1CCO (stereo not given)
41	O=[N+]([O-])c1ccc2c(c1)Cc1cc(F)ccc1-2
42	Cc1ccccc1CN1CCNC(=O)C1CC(=O)NCCC1=CCCCC1 (stereo not given)
Screen / compound no. | 37 | 38 | 39 | 40 | 41 | 42
TAG inh | 3.2 | -0.1 | -13.8 | -2.0 | 4.1 | -2.6
TAG inh DAPI viability | 2.3 | 5.9 | 1.5 | 7.6 | 0.5 | 6.5

43	CCn1cc(C(=O)NC(=S)Nc2cccc(O)c2)cn1
44	COc1ccc(Cl)cc1NC(=O)CN(C)C(=O)CSc1ccc2c(c1)OCCO2
45	Cc1ccc(S(=O)(=O)Nc2ccc3cn[nH]c3c2)cc1C
46	Cc1cc(C)nc(N2CCCC(C(=O)NC(C)C)C2)n1 (stereo not given)
47	Cc1cccc(-c2cc(C(=O)Nc3sc(C)c(C)c3C(N)=O)c3ccccc3n2)c1
48	O=C(O)c1ccc(N=Nc2c(O)[nH]c3ccccc23)cc1
Screen / compound no. | 43 | 44 | 45 | 46 | 47 | 48
TAG inh | -11.1 | 22.0 | -7.3 | 8.2 | -5.9 | 6.8
TAG inh DAPI viability | 6.3 | 2.6 | 7.8 | -14.4 | 1.2 | -7.6

49	O=c1[nH]c(/C=C/c2cccc([N+](=O)[O-])c2)c([N+](=O)[O-])c(=O)[nH]1
50	Cc1ccccc1Nc1c(-c2cccnc2)nc2ccccn12
51	Cc1nnc(SCC(=O)N2CCCC2)n1-c1ccc(F)cc1
52	CCc1ccc(-c2nc(SCC(=O)NC3CCCC3)n[nH]2)cc1
53	CC(C)Cc1ccc(C(C)CC2=CCC(CN(C)C)C2=O)cc1 (stereo not given)
54	CCC(=O)Nc1cc2c(cc1C(=O)c1ccccc1)OCCO2
Screen / compound no. | 49 | 50 | 51 | 52 | 53 | 54
TAG inh | 5.7 | -4.0 | 13.1 | -4.8 | 14.5 | -16.4
TAG inh DAPI viability | -7.1 | -2.5 | -10.5 | 3.6 | 11.1 | 2.1

55	CSc1ccc(CN2CCN(C(=O)c3ccncc3)CC2)cc1
56	CCOc1ccc(S(=O)(=O)N2CCC(C(=O)N3CCCCCC3)CC2)cc1C
57	O=C(c1ccc(COc2ccc(Cl)cc2Cl)o1)N1CCCC1
58	COc1ccc(S(=O)(=O)Nc2cc3c4c(c2)CCN4C(=O)CC3)cc1
59	Cn1nc(SCc2ccccc2)c(=O)[nH]c1=O
60	CC(=O)N1CCC(=NNc2ncc(C(F)(F)F)cc2Cl)CC1
Screen / compound no. | 55 | 56 | 57 | 58 | 59 | 60
TAG inh | 2.6 | -9.2 | -5.8 | -3.8 | -23.4 | 20.5
TAG inh DAPI viability | -0.1 | -8.4 | 2.3 | 1.8 | 3.1 | -6.8

61	COc1ccc(CCNC(=O)Cn2c(=O)n(CC3CCCO3)c(=O)c3ccccc32)cc1OC (stereo not given)
62	O=C(Cc1cccc2ccccc12)Nc1nnc(-c2cccc([N+](=O)[O-])c2)s1
63	O=C(Oc1ccc(NC2=NS(=O)(=O)c3ccccc32)cc1)c1cccnc1
64	O=C(NCc1ccc(Cl)cc1)c1cnn2ccccc12
65	Cc1ccc(S(=O)(=O)N2CCOCC2)cc1C(=O)NCCc1ccc(Cl)cc1
66	COc1ccc(-c2csc(NC(=O)CN3C(=O)C4CCCCC4C3=O)n2)cc1OC (stereo not given)
Screen / compound no. | 61 | 62 | 63 | 64 | 65 | 66
TAG inh | -1.8 | 20.9 | -2.7 | -12.1 | -10.1 | -1.7
TAG inh DAPI viability | -0.2 | -1.7 | 6.2 | -1.9 | -3.2 | -2.9

# Molecules shown so far containing two or more sulfur atoms:
6	COc1cc(OC)cc(-c2nc(=S)n3ccsc3n2)c1
25	CSc1nnc(NC(=O)c2ccco2)s1
Screen / compound no. | 6 | 25
TAG inh | -2.4 | -28.2
TAG inh DAPI viability | 12.1 | -1.1

# New compounds follow
67	CC1(C)CC(CCC(=O)Nc2ccc(S(N)(=O)=O)cc2)C(=O)O1 (stereo not given)
68	CC(CCc1ccccc1)NC(=O)CN1CCN(Cc2ccc(Cl)cc2)C1=O (stereo not given)
69	CCN(CC)S(=O)(=O)c1ccc(N2CC(C(=O)Nc3cccc(C(=O)NC4CC4)c3)CC2=O)cc1 (stereo not given)
70	CCCCN(C(=O)c1ccc(OC(F)(F)F)cc1)c1c(N)n(CCC)c(=O)[nH]c1=O
71	O=C(Nc1ccc(S(=O)(=O)Nc2ncccn2)cc1)c1nn(Cc2ccccc2)c(=O)c2ccccc12
72	C[C@H]1CN([C@@H](C)CO)S(=O)(=O)c2ccc(Br)cc2O[C@H]1CN(C)C(=O)Cc1ccccc1
Screen / compound no. | 67 | 68 | 69 | 70 | 71 | 72
TAG inh | 17.2 | -24.0 | -2.2 | -17.9 | 19.7 | -1.2
TAG inh DAPI viability | -11.8 | 2.4 | -1.5 | 0.6 | -11.9 | -7.3

73	O=[N+]([O-])c1ccc(COP(=O)(O)OCc2ccc([N+](=O)[O-])cc2)cc1
74	Cc1ccc(-c2cc(C(F)F)n3ncc(C(=O)N4CCN5CCCC5C4)c3n2)cc1 (stereo not given)
75	COCCCNC(=O)CN(CCc1ccccc1)S(=O)(=O)c1ccccc1
76	C[C@H](CO)N1C[C@H](C)[C@@H](CN(C)S(=O)(=O)c2cccs2)OCc2cnnn2CCCC1=O
77	Cc1ccc(NC(=O)c2ccc(CN3CCc4ccccc4C3)cc2)cc1
78	CNC(=S)Nc1cccc(C(C)=O)c1
Screen / compound no. | 73 | 74 | 75 | 76 | 77 | 78
TAG inh | 0.6 | 44.8 | -0.8 | -2.0 | -20.7 | 10.3
TAG inh DAPI viability | 2.2 | -8.4 | -0.8 | 6.9 | 4.4 | -1.6

79	COc1ccc(NC(=O)N2CCCc3ccccc32)cc1OC
80	CCOCCn1c(N(C)Cc2ccccc2)nc2c1c(=O)[nH]c(=O)n2C
81	CN(C(=O)CSc1nncc2ccccc12)c1ccccc1
82	COc1ccc(SCCN2CCN(C)CCC2=O)cc1
83	Cc1cc(NC(=O)c2ccc(NC(=O)C(C)C)cc2)no1
84	CC(C)CN(C(=O)CSc1nnnn1C)C1CCS(=O)(=O)C1 (stereo not given)
Screen / compound no. | 79 | 80 | 81 | 82 | 83 | 84
TAG inh | 2.4 | -0.2 | 14.4 | 4.8 | 7.2 | -3.4
TAG inh DAPI viability | 10.9 | -3.6 | -7.4 | -8.6 | -4.6 | -6.4

85	CC(C)CN(C(=O)COC(=O)c1cnccn1)c1c(N)n(Cc2ccccc2)c(=O)[nH]c1=O
86	O=C(/C=C/c1ccc(F)cc1)Nc1ccc(S(=O)(=O)Nc2ncccn2)cc1
87	CCCn1c(N)c(C(=O)CSc2ncc(C(F)(F)F)cc2Cl)c(=O)[nH]c1=O
88	O=C(Cn1cnc2ccccc2c1=O)NCCC(=O)Nc1ccc2c(c1)OCCO2
89	O=C(CCNS(=O)(=O)c1ccccc1)OCC(=O)c1ccc[nH]1
90	O=C1CCCc2c1nc(-c1ccccc1F)n2O
Screen / compound no. | 85 | 86 | 87 | 88 | 89 | 90
TAG inh | -11.3 | 2.4 | -3.6 | 4.6 | -1.6 | 1.3
TAG inh DAPI viability | -7.8 | -3.0 | -4.6 | -7.0 | 5.4 | -4.3

91	COc1ccc(C(=O)NNC(=O)C2CCCN(C3CC(=O)N(c4ccccc4)C3=O)C2)cc1 (stereo not given)
92	Cc1cccc(C)c1OCC(=O)NC(Cc1c[nH]c2ccccc12)C(=O)O (stereo not given)
93	CC(C)(C)c1ccc(C2(C)NC(=O)N(CC(=O)NCc3cccs3)C2=O)cc1 (stereo not given)
94	CCOC(=O)CN=C/C(C(C)=O)=C(/C)O
95	CCCn1c2c(c(O)c(C(=O)NC)c1=O)CCCC2
96	Cc1ccc(SCC(=O)OCC(=O)N2CCN(C(=O)c3ccco3)CC2)c(C)c1
Screen / compound no. | 91 | 92 | 93 | 94 | 95 | 96
TAG inh | 9.6 | -17.8 | 2.6 | 7.4 | 11.6 | -0.1
TAG inh DAPI viability | -0.4 | -0.1 | -2.5 | 15.8 | -1.5 | -0.4

# An excerpt; rates above refer to the full screens.
